Screening results (PubChem BioAssay)
Rac1 wt GTP bind = alters GTP binding to wildtype human Rac1 | GST-Rac1 beads, fluorescent GTP binding, flow cytometry; actives lie on both sides; 0 = cold GTP competed, 100 = untreated | GTP binding activity (% of control), % at 10 µM | actives 0.27% (n = 190,000) | AID 757 | P63000;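 active means GTP binding activity at least 20 points away from the 100% control level, either lower or higher; inconclusive means compound flagged as likely green fluorescent, judged across all proteins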
Rab7 wt GTP bind = dog Rab7 wildtype GTP binding, inhibitors and activators; GST-Rab7 beads, fluorescent GTP binding, flow cytometry; actives lie on both sides; untreated = 100%, excess cold GTP = 0%; GTP binding activity (percent of control), % at 10 µM; actives 0.055% (n = 190,000);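 active means fluorescent GTP binding to Rab7 beads changed by at least 20 points from the 100% baseline, either direction, mostly lower; inconclusive means compound itself probably fluorescent, or too few beads counted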;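 further: median green fluorescence of bound Bodipy-FL-GTP per Rab7 bead population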
ABCB1 inh = human ABCB1 inhibition, ABCG2 as counter-screen | P08183 | CCRF-Adr cells, JC-1 efflux, flow cytometry | inhibition, % at 6.6 µM | actives 0.067% (n = 190,000) | AID 1326; in the data active means inhibition above about 40%;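 further: 0% = vehicle and 100% = reference inhibitor; higher value means more JC-1 retained so stronger ABCB1 efflux block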
Pf gamet viab = P. falciparum stage V gametocyte viability inhibition; P. falciparum stage V gametocytes, ATP luminescence, 24 h; inhibition, % at 10.9 µM; actives 0.065% (n = 150,000);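 active means inhibition above the mean plus 3 SD of compounds within the control limits, set per campaign, cut at about 38% in these data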;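 further: 0% = DMSO wells and 100% = medium only without gametocytes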
Rac1 mut GTP = human Rac1 activated mutant GTP binding change; percent activity (GTP binding), % at 10 µM; actives 0.11% (n = 190,000); GST-Rac1 activated beads, fluorescent GTP binding, flow cytometry; actives lie on both sides; 100% means binding = to untreated wells;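 active means GTP binding at least 20 percentage points away from the 100% baseline, in either direction, so actives lie on both sides; inconclusive means Compound likely fluorescent itself, or too few beads counted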
HRas wt GTP = changes GTP binding to wildtype human HRas; P01112; GST-Ras wt beads, Bodipy-FL-GTP binding, flow cytometry; actives lie on both sides; GTP binding activity, % at 10 µM; actives 0.14% (n = 190,000); AID 759;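 active means GTP binding activity at least 20% away from the 100% baseline, either lowered as inhibitor or raised as activator; inconclusive means flagged as likely green fluorescent, judged across all proteins in the well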;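 further: 0% = unlabeled GTP competition control and 100% = no-compound control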
Target sequence (P01112 whole entry, looked up): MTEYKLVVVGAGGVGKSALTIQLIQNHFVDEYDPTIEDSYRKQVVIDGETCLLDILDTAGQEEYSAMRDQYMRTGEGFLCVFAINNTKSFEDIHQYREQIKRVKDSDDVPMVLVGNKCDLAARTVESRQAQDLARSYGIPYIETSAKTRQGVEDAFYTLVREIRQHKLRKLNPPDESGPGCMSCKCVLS
ABCG2 block = blocks JC-1 efflux by human ABCG2 transporter | Q9UNQ0 | IgMXP3 cells, flow cytometry | inhibition, % at 6.6 µM | actives 0.1% (n = 190,000);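 active means inhibition above 80%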;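 further: 0% = DMSO and 100% = nicardipine control wells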
Target sequence (Q9UNQ0 whole entry, looked up): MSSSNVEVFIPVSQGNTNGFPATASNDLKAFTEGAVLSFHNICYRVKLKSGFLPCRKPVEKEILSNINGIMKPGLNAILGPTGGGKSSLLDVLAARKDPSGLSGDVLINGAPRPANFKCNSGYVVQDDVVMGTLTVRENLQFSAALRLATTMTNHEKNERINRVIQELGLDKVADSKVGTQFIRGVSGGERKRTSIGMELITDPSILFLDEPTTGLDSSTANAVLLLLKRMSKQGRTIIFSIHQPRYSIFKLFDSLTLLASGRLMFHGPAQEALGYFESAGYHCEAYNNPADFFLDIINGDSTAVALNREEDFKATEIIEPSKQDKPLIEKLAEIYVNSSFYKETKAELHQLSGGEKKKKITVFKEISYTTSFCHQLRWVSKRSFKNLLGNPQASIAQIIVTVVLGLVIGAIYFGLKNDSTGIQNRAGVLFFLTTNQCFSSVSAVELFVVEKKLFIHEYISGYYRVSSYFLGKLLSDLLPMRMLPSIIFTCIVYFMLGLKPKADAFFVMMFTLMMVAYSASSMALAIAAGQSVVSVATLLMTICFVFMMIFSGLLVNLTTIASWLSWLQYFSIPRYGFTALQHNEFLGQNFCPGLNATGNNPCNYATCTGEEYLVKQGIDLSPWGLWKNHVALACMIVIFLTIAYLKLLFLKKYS
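Test system: IgMXP3 (ABCG2) plus far-red-tagged CCRF-Adr (ABCB1) cells / Amount: 3 million cells/mL in well / Reagent: JC-1 transporter substrate / Timing: 10 min compound exposure, 25 °C / Signal: flow cytometry, 530 nm JC-1 signal / Read-out: percent efflux inhibition, scaled nicardipine 100% to DMSO 0% / Benchmarks: nicardipine as high control, DMSO as low control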
Mcl1-Noxa inh = Mcl-1/Noxa interaction inhibition; TR-FRET Mcl-1/Noxa peptide binding, 2 h; AID 1022; inhibition, % at 21.7 µM; actives 1.5% (n = 220,000);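 active means compounds that cut the protein-peptide binding signal by more than 50% relative to plate controls in a single-dose test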;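 further: His-tagged Mcl-1 with rhodamine Noxa BH3 peptide and terbium anti-His antibody; 0% = Mcl-1 plus Noxa peptide wells and 100% = peptide-only wells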
Avidin bead fluor = avidin bead compound fluorescence profile; Avidin beads, compound fluorescence 488/530 nm, flow cytometry; active compounds read high; fluorescence (KMESF) at 10 µM; actives 0.38% (n = 220,000); AID 1775; in the data active means fluorescence above about 47; further: inactives centre near 10
Cdc42 wt GTP = modulators (inhibitors or activators) of GTP binding to human Cdc42 wildtype; P60953; GST-Cdc42 beads, Bodipy-GTP binding, flow cytometry; actives lie on both sides; percent activity (GTP binding), % at 10 µM; actives 0.2% (n = 190,000); AID 761;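 active means percent activity GTP binding at least 20 points away from the 100% baseline, either down as inhibitor or up as activator; inconclusive means compound flagged as likely green fluorescent from well-wide comparison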;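 further: median bead fluorescence of bound Bodipy-FL-GTP at 100 nM; 0% = excess unlabeled GTP control and 100% = no compound control; below 100% means less GTP binding so inhibitor and above means activator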
Target sequence (P60953 whole entry, looked up): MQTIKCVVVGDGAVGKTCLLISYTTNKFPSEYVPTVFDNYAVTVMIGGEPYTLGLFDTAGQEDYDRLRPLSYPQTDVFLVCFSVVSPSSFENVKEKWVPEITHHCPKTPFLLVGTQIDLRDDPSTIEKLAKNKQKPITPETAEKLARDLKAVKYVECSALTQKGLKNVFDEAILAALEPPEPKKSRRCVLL
Rab2 wt GTP = changes GTP binding to wildtype dog Rab2A, up or down. GTP binding activity, % at 10 µM. GST-Rab2 wt beads, Bodipy-GTP binding, flow cytometry. actives 0.19% (n = 190,000). P61105. AID 760;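 active means GTP binding activity at least 20 points away from 100%, either lowered or raised; inconclusive means signal likely due to the compound's own green fluorescence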;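 further: 0% = beads with excess unlabeled GTP and 100% = no-compound control corrected for plate trend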
Starred values were filed as active, the others as inactive; ? = inconclusive; . = no result given.

SMILES	Rac1 wt GTP bind	Rab7 wt GTP bind	ABCB1 inh	Pf gamet viab	Rac1 mut GTP	HRas wt GTP	ABCG2 block	Mcl1-Noxa inh	Avidin bead fluor	Cdc42 wt GTP	Rab2 wt GTP
Cc1ccc(OCc2nnc(SCC(=O)c3ccccc3)n2-c2ccccc2)cc1	99.0	95.0	0.5	9.8	95.0	98.0	4.1	-22.2	6	97.0	99.0
Cc1cc(C)c(C(N)=O)c(Nc2ccc3c(c2)OCCO3)n1	110.0	104.0	1.4	-5.9	99.0	102.0	4.3	-4.0	33	104.0	106.0
COc1ccc(OC)c(C(C)NC(=O)Nc2ccccc2)c1 (stereo not given)	97.0	106.0	0.5	-2.2	91.0	98.0	5.7	7.9	9	95.0	97.0
CCn1c(CNC(=O)COC)nc2ccccc21	107.0	103.0	-3.0	.	103.0	103.0	-4.3	11.4	7	106.0	103.0
C/C=C(/C)C(=O)O[C@@H]1c2c(ccc3ccc(=O)oc23)O[C@@H]1C(C)(C)OC(=O)/C(C)=C\C	99.0	97.0	1.7	-0.6	96.0	99.0	9.3	-16.3	10	93.0	97.0
O=S(=O)(c1ccc(-c2nnc(SCc3ccccc3)o2)cc1)N1CCCC1	97.0	95.0	0.9	5.1	95.0	98.0	3.7	-24.1	7	96.0	95.0
CCOC(=O)c1cc2c(s1)-c1ccccc1CC2	96.0	97.0	1.6	17.3	92.0	93.0	7.2	-7.3	14	93.0	93.0
COCCN(Cc1cc2ccccc2[nH]c1=O)C(=O)c1ccccc1OC	105.0	101.0	-0.6	-22.5	99.0	100.0	-3.9	-6.5	26	100.0	98.0
O=C(CCc1c[nH]c2ccccc12)NC1CC1	105.0	97.0	-0.1	.	99.0	100.0	-1.4	-12.4	5	97.0	101.0
COc1ccc(C(=O)NNC(=O)C(Cc2ccc(O)cc2)NC(=O)c2ccccc2NC(=O)c2ccc(OC)cc2)cc1 (stereo not given)	101.0	102.0	-0.7	5.1	100.0	100.0	-3.3	-201.0	14	101.0	99.0
COc1cc(C(=O)N(Cc2cc3cc(C)ccc3[nH]c2=O)CC2CCCO2)cc(OC)c1OC (stereo not given)	98.0	98.0	0.1	.	98.0	101.0	2.2	0.7	13	101.0	99.0
CCOC(=O)C1CCN(C(=O)C2(NC(=O)NC3CCCCC3)CCCCC2)CC1	96.0	103.0	-0.1	25.6	94.0	99.0	0.2	-5.2	10	95.0	99.0
Cc1ccc(C)c(NC(=O)CSc2nnc(CNC(=O)c3cccs3)o2)c1	98.0	106.0	0.4	14.7	96.0	95.0	0.6	15.1	19	97.0	99.0
Cc1ccc(S(=O)(=O)c2c(C)cc(C)nc2Cl)c(C)c1	?	?	0.3	17.2	?	?	0.0	0.4	3	?	?
CCCn1c(CCc2ccccc2)nnc1SCC(=O)N1CCOCC1	105.0	109.0	0.6	14.9	99.0	103.0	1.3	9.1	10	104.0	104.0
CC1(C)CC(=O)/C(=C(\O)c2ccccc2)C(=NCCO)C1	100.0	101.0	0.1	2.4	98.0	102.0	0.2	3.0	11	102.0	104.0
CC(=O)OCC(OC(C)=O)C(OC(C)=O)C(OC(C)=O)C(=O)Nc1ccccc1 (stereo not given)	93.0	103.0	-0.2	16.7	96.0	98.0	-0.8	-8.9	20	96.0	97.0
COc1ccc(S(=O)(=O)N2CCNC(=O)C2)cc1Br	99.0	106.0	0.1	-3.9	96.0	100.0	-0.7	-2.0	17	95.0	100.0
CC(C)N(C(=O)Cn1cc(SCC(N)=O)c2ccccc21)C(C)C	104.0	98.0	0.1	17.5	96.0	101.0	0.4	2.5	.	104.0	100.0
CCOC(=O)c1[nH]c2ccccc2c1NC(=O)C(C)(C)C	95.0	95.0	0.6	.	95.0	95.0	0.3	-4.9	6	94.0	97.0
Cn1c(-c2cccc([N+](=O)[O-])c2)cnc1NCc1ccc(C#N)cc1	101.0	97.0	0.8	-17.1	97.0	100.0	26.0	38.6	10	99.0	100.0
Cc1ccc(NC(=O)c2nccnc2C(=O)O)cc1C	104.0	97.0	-0.1	.	100.0	99.0	0.0	15.0	6	101.0	100.0
Cc1cc(C)n2c(SCC#N)nnc2n1	104.0	98.0	0.2	.	97.0	100.0	0.1	-13.4	7	99.0	97.0
C=COCCNC(=S)N1CCOCCOCCN(C(=S)NCCOC=C)CCOCCOCC1	101.0	107.0	-0.5	27.5	94.0	100.0	1.0	6.5	27	98.0	100.0
O=C(c1ccccc1F)N1CCN(c2ccccc2)CC1	102.0	98.0	0.2	-6.1	98.0	101.0	1.4	-7.6	8	104.0	100.0

Brought forward from above: 2 compounds, then new ones.
SMILES	Rac1 wt GTP bind	Rab7 wt GTP bind	ABCB1 inh	Pf gamet viab	Rac1 mut GTP	HRas wt GTP	ABCG2 block	Mcl1-Noxa inh	Avidin bead fluor	Cdc42 wt GTP	Rab2 wt GTP
C=COCCNC(=S)N1CCOCCOCCN(C(=S)NCCOC=C)CCOCCOCC1	101.0	107.0	-0.5	27.5	94.0	100.0	1.0	6.5	27	98.0	100.0
O=C(c1ccccc1F)N1CCN(c2ccccc2)CC1	102.0	98.0	0.2	-6.1	98.0	101.0	1.4	-7.6	8	104.0	100.0
CC(C)C(=O)O/N=C1\CCS(=O)(=O)c2sccc21	105.0	96.0	0.9	-14.6	96.0	99.0	1.0	5.0	9	99.0	96.0
COc1ccc(OCc2nnc(SCC(=O)N3CCOCC3)o2)cc1	97.0	96.0	0.0	24.8	99.0	97.0	1.2	6.6	13	98.0	97.0
CN(CCO)C(=O)CCC(=O)Nc1ccc(S(N)(=O)=O)cc1	102.0	94.0	0.5	.	100.0	102.0	1.2	-11.7	4	103.0	103.0
CCOC(=O)C1(Cc2cccc(Cl)c2)CCCN(C(=O)c2cccc(C)n2)C1 (stereo not given)	107.0	97.0	0.6	4.3	99.0	101.0	2.6	-3.2	9	105.0	100.0
O=C(COC(=O)C1CC1)Nc1ccc2c(c1)OCO2	98.0	95.0	0.9	-8.4	97.0	97.0	7.7	12.2	12	101.0	100.0
CC(C)CC(=O)NC(=S)Nc1ccc(S(=O)(=O)Nc2nccs2)cc1	107.0	98.0	-1.0	0.7	101.0	101.0	-2.5	8.7	15	100.0	99.0
CCN(CC)S(=O)(=O)c1ccc(Cl)c(NC(=O)COC(=O)c2c(C)noc2C)c1	98.0	98.0	1.8	8.0	93.0	96.0	56.1	11.1	5	96.0	95.0
CCC(=O)c1ccc(OCC(O)CN2CCOCC2)cc1 (stereo not given)	103.0	100.0	0.1	2.5	101.0	103.0	2.1	3.8	8	105.0	103.0
NC(=NCCc1ccccc1)NS(=O)(=O)c1ccccc1	101.0	99.0	4.9	5.7	98.0	100.0	10.7	4.8	3	100.0	98.0
O=C(CC1C(=O)NCCN1C/C=C/c1ccccc1)NCCc1ccncc1 (stereo not given)	97.0	100.0	1.1	13.3	96.0	98.0	1.6	0.6	10	96.0	98.0
Cc1nnc(SCCn2c(Br)nc3c2c(=O)[nH]c(=O)n3C)s1	102.0	99.0	0.0	.	98.0	99.0	8.6	-10.0	10	99.0	100.0
Cc1cccc(NC(=O)NNC(=O)c2cc(-c3ccccc3Cl)nc3ccccc23)c1	99.0	96.0	-0.1	.	98.0	97.0	-0.1	-20.6	2	95.0	97.0
CC12COC3(C(=O)Nc4ccc([N+](=O)[O-])cc4)CC1CCC32C (stereo not given)	104.0	98.0	3.1	5.0	100.0	100.0	112.3*	4.7	7	98.0	100.0
COC(=O)c1c(N)n(-c2ccc(NC(C)=O)cc2)c2nc3ccccc3nc12	97.0	95.0	-5.9	-1.0	99.0	99.0	-6.9	30.0	9	96.0	100.0
C=C1C(C(=O)Nc2ccc(OCC)cc2)C1C(=O)Nc1ccc(OCC)cc1 (stereo not given)	97.0	97.0	0.9	-7.6	96.0	96.0	1.6	13.0	7	94.0	93.0
CCNC(=O)CCn1nc(-c2ccc(Cl)cc2)c2ccccc2c1=O	109.0	106.0	0.2	.	100.0	103.0	1.8	6.2	9	104.0	103.0
CC(=O)CCn1c(=O)n(CCC(C)=O)c(=O)n(CCC(C)=O)c1=O	101.0	97.0	-0.2	-19.0	98.0	99.0	-0.7	6.0	5	99.0	95.0
Cc1ccc2[nH]c3c(c2c1)CCC3=O	99.0	95.0	0.1	.	97.0	98.0	0.6	1.9	38	99.0	96.0
COc1cc2c(cc1NC(=O)Cc1ccc(C)cc1)oc1ccccc12	102.0	104.0	0.6	7.4	95.0	101.0	5.2	9.7	11	99.0	102.0
Cc1ccc(C(=O)N(CC(=O)NC2CCCCC2)c2ccccc2F)s1	109.0	103.0	1.0	-2.3	101.0	102.0	6.4	15.1	11	94.0	97.0
O=C(NCc1ccc2c(c1)OCO2)C1CC(c2ccc(Cl)cc2)=NO1 (stereo not given)	101.0	99.0	-0.4	0.0	95.0	98.0	-3.5	14.0	14	97.0	94.0
COc1ccc2c(-c3cccnc3)cc(=O)[nH]c2c1	88.0	90.0	-0.1	-8.8	93.0	91.0	1.6	.	9	92.0	89.0
COc1ccc(C2(C)NC(=O)N(CC(=O)Nc3ccc4c(c3)OCO4)C2=O)cc1OC (stereo not given)	103.0	99.0	1.2	.	101.0	101.0	4.0	5.0	27	102.0	99.0
O=C(c1ccc(S(=O)(=O)N2CCCCCC2)cc1)N(c1ccccn1)C1CCCCC1	95.0	105.0	0.1	11.8	97.0	96.0	-1.0	5.1	9	95.0	95.0
COc1ccc(OC)c(C2C(C#N)=C(N)Oc3cc(C)[nH]c(=O)c32)c1 (stereo not given)	100.0	96.0	-0.1	.	98.0	97.0	-0.4	8.3	39	101.0	98.0
CCC(C)(C)n1nnnc1C(c1cccnc1)N1CCN(c2cccc(C(F)(F)F)c2)CC1 (stereo not given)	96.0	97.0	1.0	.	92.0	98.0	1.8	-11.1	35	96.0	93.0
O=C(CNC(=S)NC(=O)c1ccco1)c1ccccc1	94.0	95.0	-0.5	18.3	93.0	99.0	3.8	-5.9	9	97.0	97.0
O=C(COC(=O)c1cc(Br)ccc1Cl)NC1CCCC1	91.0	107.0	0.5	-11.4	96.0	97.0	9.3	-4.9	10	99.0	100.0
CCC(C)[C@H](NC(=O)NCc1ccco1)C(=O)O (stereo not given in full)	103.0	103.0	0.2	.	99.0	102.0	0.7	7.1	39	100.0	100.0
CCOc1ccccc1NC(=O)/C(C#N)=C/c1c(C)nn(-c2ccc(F)cc2)c1Cl	105.0	96.0	1.0	-13.3	98.0	99.0	24.2	15.0	15	101.0	99.0

Hits appear at their usual frequency; 2.3% or so of the library scored in one or more.
